PKM2 activator – increases activity of human pyruvate kinase M2; AID 1631; actives 0.34% (n = 260,000); Potency, µM (titrated, usually from 57.5 µM), inactives show top-dose activation, usual class: activators; purified PKM2, Kinase-Glo ATP luminescence, activation; response scale: 0% is enzyme alone, no compound; further: potency means the concentration at half of the fitted maximal effect; on the % scale 0 is the no-effect control and ±100 the full control effect; nearly all actives have a fitted effect of over 55% in size
Target sequence (P14618 whole entry, looked up): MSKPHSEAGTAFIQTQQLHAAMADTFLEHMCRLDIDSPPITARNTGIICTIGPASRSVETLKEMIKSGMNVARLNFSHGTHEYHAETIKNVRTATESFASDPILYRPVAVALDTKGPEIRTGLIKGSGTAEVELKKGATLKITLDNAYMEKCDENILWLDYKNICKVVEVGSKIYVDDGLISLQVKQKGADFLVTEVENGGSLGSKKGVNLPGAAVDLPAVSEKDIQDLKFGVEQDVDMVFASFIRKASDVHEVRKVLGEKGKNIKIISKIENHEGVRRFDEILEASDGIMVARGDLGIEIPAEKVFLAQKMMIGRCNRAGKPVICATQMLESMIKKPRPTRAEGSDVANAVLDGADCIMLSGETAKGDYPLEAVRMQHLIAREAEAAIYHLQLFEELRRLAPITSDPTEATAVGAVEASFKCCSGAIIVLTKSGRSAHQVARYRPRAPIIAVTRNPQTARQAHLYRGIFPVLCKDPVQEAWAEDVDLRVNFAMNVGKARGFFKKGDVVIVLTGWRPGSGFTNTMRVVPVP
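hPK-M2, >95% pure; 0.1 mM ADP / 0.5 mM PEP final; imidazole pH7.2 buffer w/ 7 mM MgCl2, 50 mM KCl; 1 h RT; Kinase-Glo lum. Intermediate enzyme activity for dual inhibitor/activator qHTS.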
Menin-MLL TR inh – menin-MLL binding inhibition, Texas Red mutant peptide; O00255; actives 0.23% (n = 270,000); AID 1768; Menin + Texas Red MLL mutant peptide, fluorescence polarization; Potency, µM (series often up to 61.6 µM), without a hit: at the top dose FP activity change, negative = inhibition, actives largely listed as inhibitors; active means well fitted inhibition curve with a large enough effect in the polarisation, with a control signal flat, not every such curve was filed as active; inconclusive means small, poorly fitted or top-dose-only effect, or effect the other way, or a change in a side signal; inactive means no such curve, though single readings can be large or run the other way; the % refers to the polarisation; further: potency means the concentration at half of the fitted maximal effect; % of control where 0% means no effect; many of its hits are not listed in these tables
Rab9 promoter act – Rab9 promoter activation; actives 2.8% (n = 320,000); AID 485297; Huh7 Rab9 promoter-luciferase reporter, luminescence, 24 h; Potency, µM (top dose mostly 9.22 µM), for the others: at the highest dose activation, negative = inhibition, actives largely listed as activators; further: potency means the concentration at half of the fitted maximal effect; % of control where 0% means no effect; nearly all actives have a fitted effect of over 60% in size
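Luminescence read-out: Huh7 cells stably expressing Rab9-luciferase, treated 24 h with compound at 37 °C, then lysed with luciferase reagent for 10 min at ambient before reading.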
Gal4-VP16 FLuc – Gal4-VP16 reporter inhibition counter-screen; AID 2546; actives 3.5% (n = 310,000); Drosophila S2 Gal4-VP16 UAS-luciferase, luminescence, 20 h; Potency, µM (series often up to 53.6 µM), without a hit: at the highest dose activity, negative = inhibition, actives largely listed as inhibitors;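 further: Gal4-VP16 expression switched on by copper sulfate through the metallothionein promoter; potency means the concentration at half of the fitted maximal effect; on the % scale 0 is the no-effect control and ±100 the full control effect; nearly all actives have a fitted effect of over 50% in size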
p53 reactivation – mutant p53 re-activation in reporter cells. H1299 p53-A138V BP100-luciferase reporter, luminescence, 24 h. Potency, µM (top dose mostly 92.2 µM), for the others: at the top dose activity change, positive = activation, most hits filed as activators. actives 0.063% (n = 320,000); further: potency means the concentration at half of the fitted maximal effect; % of control where 0% means no effect; nearly all actives have a fitted effect of over 45% in size
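p53-null H1299 cells stably carrying temperature-sensitive p53-A138V and a BP100-luciferase reporter were pinned with compounds (4-point, 1:5 series) and held 24 hrs at 37 deg C. Luminescence was read 10 min after detection reagent.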
NPC1 promoter act – NPC1 promoter activation | Huh7 NPC1 promoter luciferase reporter, 24 h | Potency, µM (highest dose often 9.22 µM), inactives show top-dose activation, actives largely listed as activators | actives 2.4% (n = 320,000);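 further: potency means the concentration at half of the fitted maximal effect; % of control where 0% means no effect; nearly all actives have a fitted effect of over 60% in size; reporter is driven by a mutant NPC1 promoter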
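Huh7 reporter cells (NPC1 promoter driving luciferase) are dosed with compound for 24 h at 37 °C, 5% CO2; luciferase detection reagent is then added and luminescence measured after 10 min at ambient temperature.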
Giardia kill – kills Giardia lamblia; Giardia lamblia trophozoite viability; activity change, % at 7.66 µM, hits read low; actives 0.15% (n = 340,000); AID 540267; in the data active means activity change below about -80%; inconclusive means between about -30% and that limit;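 further: parasites exposed to compound for two days anaerobically before the ATP read; on the % scale 0 is the no-effect control and ±100 the full control effect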
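Luminescent ATP signal served as the viability read-out, measured 15-30 min after adding ATP detection reagent to trophozoites that had been incubated with compounds for 48 hrs at 37 deg C anaerobically at 100 cells/well.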
RORg inh – ROR gamma (mouse) transcription inhibition | P51450 | actives 5.4% (n = 310,000) | Potency, µM (doses to about 53.6 µM), inactives show top-dose activity change, negative = inhibition, most hits filed as inhibitors | Drosophila S2 Gal4-RORgamma UAS-luciferase reporter, 20 h; further: potency means the concentration at half of the fitted maximal effect; on the % scale 0 is the no-effect control and ±100 the full control effect; nearly all actives have a fitted effect of over 60% in size
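Drosophila Schneider cells stably carrying a metallothionein-driven Gal4 DBD–ROR gamma fusion and a UAS-Photinus luciferase reporter were exposed to compound for 1 hr, then induced with copper sulfate (700 uM final) for 20 hr at ambient temperature before luminescence reading.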
FLuc counter – counter-screen for miR-21 project: firefly luciferase inhibitors or activators | purified FLuc, Km substrates, luminescence inhibition | actives 6.9% (n = 360,000) | Potency, µM (highest dose often 57.5 µM), for inactives: at the highest dose activity change, negative = inhibition, actives largely listed as inhibitors | AID 588342 | P08659;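 further: potency means the concentration at half of the fitted maximal effect; plate controls were vehicle for no effect and reference inhibitor for full effect; nearly all actives have a fitted effect of over 55% in size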
Target sequence (P08659 whole entry, looked up): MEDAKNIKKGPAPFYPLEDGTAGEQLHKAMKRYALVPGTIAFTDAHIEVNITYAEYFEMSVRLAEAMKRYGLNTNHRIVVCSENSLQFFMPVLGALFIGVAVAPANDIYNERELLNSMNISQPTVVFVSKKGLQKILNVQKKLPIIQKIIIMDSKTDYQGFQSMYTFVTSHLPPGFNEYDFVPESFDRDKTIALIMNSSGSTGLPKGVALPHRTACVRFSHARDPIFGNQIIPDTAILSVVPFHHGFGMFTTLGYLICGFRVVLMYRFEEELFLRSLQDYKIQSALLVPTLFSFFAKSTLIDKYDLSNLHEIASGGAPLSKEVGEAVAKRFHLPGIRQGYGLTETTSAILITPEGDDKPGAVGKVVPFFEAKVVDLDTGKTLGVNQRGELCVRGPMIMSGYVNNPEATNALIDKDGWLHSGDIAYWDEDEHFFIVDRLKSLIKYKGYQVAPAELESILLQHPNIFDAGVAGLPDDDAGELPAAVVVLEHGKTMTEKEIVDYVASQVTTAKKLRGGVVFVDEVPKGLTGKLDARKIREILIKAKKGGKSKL
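Purified P. pyralis luciferase (10nM final) with 10uM D-luciferin and 10uM ATP (Km levels) in 50mM Tris acetate pH 7.5, 10mM Mg acetate, 0.01% Tween-20, 0.05% BSA; qHTS 6-point titration, ~60 µM downward; luminescence read.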
ELG1 genotoxic – induces genotoxicity in HEK293T cells with luciferase-tagged ELG1; HEK293T ELG1-luciferase reporter, luminescence, 16 h; Potency, µM (doses to about 46 µM), for inactives: top-dose activity change, positive = activation, usual class: activators; actives 1.3% (n = 330,000); AID 504466; further: potency means the concentration at half of the fitted maximal effect; % of control where 0% means no effect; nearly all actives have a fitted effect of over 60% in size
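Genotoxicity was scored as increased ELG1-luciferase reporter signal, measured by ONE-Glo luminescence (30 min, room temperature). Compound or vehicle exposure of the HEK293T reporter cells lasted 16 hr at 37°C.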
BRCA1 expr act – BRCA1 expression activation; MCF7-BRCA1-FFLuc reporter, luminescence, 48 h; response scale: scaled: vehicle 0%, 10 µM genistein 100%; Potency, µM (top dose mostly 46.1 µM), for inactives: at the top dose activation, usual class: activators; actives 1.1% (n = 380,000); further: potency means the concentration at half of the fitted maximal effect; nearly all actives have a fitted effect of over 80% in size; some results filed as inactive show a strong effect at the top dose
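Luminescence from a BRCA1-driven firefly luciferase in MCF7 cells was the read-out, taken 15 min after substrate addition following 48 h compound exposure at 37 °C. Data were normalized to a 10 microM genistein control and DMSO vehicle.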
* hit, by the source's call; ? = inconclusive; · = not tested or not shown; & = joins results of further samples; [ ] = dose if it differs, or a comment. Unless noted, the call rests on the fitted dose curve; in most records, active means well fitted curve in the direction sought with a large enough effect; inconclusive means small, poorly fitted or top-dose-only effect, or another doubt; inactive means no such curve, though single readings can be large; an effect the other way counts as inactive or inconclusive.

SMILES	PKM2 activator	Menin-MLL TR inh	Rab9 promoter act	Gal4-VP16 FLuc	p53 reactivation	NPC1 promoter act	Giardia kill	RORg inh	FLuc counter	ELG1 genotoxic	BRCA1 expr act
COC(=O)CCC(C)N1CCC(Oc2ccc(C(=O)N3CCCC3)cc2)CC1 (configuration not stated)	0.5%	·	3.7%	2.8%	7.1%	-2.9%	33.7[activator]	-9.4%	-0.9%	0.6%	-0.7%
Cc1cccn2c(=O)nc(SCC(=O)N3CCCC3)nc12	·	·	-0.9%	·	0.7%	-2.2%	-13.0	·	2.6%	0.5%	-8.6%
O=C(COC(=O)/C=C/c1ccc(Br)o1)Nc1ccccc1F	·	0.1%	-4.1%	-2.9%	0.2%	-0.8%	·	-1.1%	1.8%	-1.7%	·
CN(Cc1c(F)cccc1Cl)C(=O)C1CC(=O)N(CCc2ccccc2)C1 (configuration not stated)	-4.0%	?	-5.7%	3.5%	-1.3%	1.8%	18.3	-24.4%	2.8%	1.3%	-22.5%
COc1ccc(NC(=O)CN(c2cccc(C(F)(F)F)c2)S(C)(=O)=O)cc1OC	-16.0%	2.4%	-2.1%	-3.7%	-5.7%	-1.9%	-9.0	-0.8%	3.1%	2.9%	0.1%
Cc1ccc(S(=O)(=O)Nc2nc3ccccc3nc2Nc2cccc(S(=O)(=O)N3CCCC3)c2)cc1	0.8%	?	-12.4%	-10.0%	0.2%	-8.0%	-10.3	?	?	-20.0%	-51.2%
CC(C)N(Cc1ccccc1)C(=O)CN1C(=O)NC2(CCCc3ccccc32)C1=O (configuration not stated)	-0.1%	-0.1%	4.4%	-3.7%	11.4%	0.8%	-2.4	4.8%	-2.2%	-1.3%	-14.2%
Cc1ccc(C(=O)C(C)OC(=O)CNS(=O)(=O)c2ccc(C)cc2)cc1 (configuration not stated)	·	·	-4.3%	·	1.4%	-0.7%	-9.8	·	-3.2%	-1.0%	9.0%
O=C(c1cc(S(=O)(=O)NCc2ccco2)ccc1Br)N1CCOCC1	·	·	0.5%	·	-0.8%	-6.0%	9.6	·	0.2%	-0.2%	-1.4%
COC(=O)C1=C(C)N(Cc2ccco2)C(=O)N[C@H]1c1ccc(Br)cc1	30.0%	?	-4.3%	0.1%&-2.9%	-10.3%	-0.8%	·	?	5.2%	0.9%	·
Cn1nccc1NC(=O)Nc1cccc(Cl)c1	0.3%	·	-0.7%	-8.0%	1.6%	-0.4%	0.9	15.4%	-19.6%	-3.3%	-7.1%
O=C(COc1ccc(S(=O)(=O)NC2CCCCC2)cc1)NCc1cccnc1	2.0%	-1.1%	·	7.8%	·	·	7.9	1.4%	-19.9%	·	15.6%
O=C(CC1Nc2ccccc2NC1=O)NCCCN1CCCCCC1 (configuration not stated)	-0.8%	-0.3%	-6.7%	-4.0%	15.3%	-7.4%	5.6	-26.2%	-0.6%	1.6%	2.4%
O=C(CSc1n[nH]c(=O)n1C1CC1)Nc1cc(Cl)ccc1Oc1ccccc1	1.1%	1.5%	-2.1%	?	-10.7%	3.4%	2.8	5.6%	-3.2%	-16.5%	-77.8%
Cc1c(C(=O)NC2CCCc3ccccc32)oc2ccc(S(=O)(=O)N3CCCC3)cc12 (configuration not stated)	-1.6%	-9.3%	-7.3%	-7.3%	-1.9%	-0.3%	-13.0	-9.0%	4.9%	12.9%	-7.9%
CCn1c(=S)[nH]c2c(c1=O)C(C)(C)Cc1ccccc1-2	-0.2%	3.2%	-8.3%	3.55µM*	-1.5%	-1.8%	-29.5	1µM*	-18.3%	-3.8%	2.2%
Cc1cccc(OCC(=O)NC(Cc2c[nH]c3ccccc23)C(=O)O)c1C (configuration not stated)	6.0%	?	-8.1%	-5.2%	0.2%	-6.7%	10.1	12.1%	?	-0.2%	-2.4%
Cc1cccc(C(=O)NNC(=O)C2CCCO2)c1 (configuration not stated)	-5.2%	·	9.8%	-8.3%	-1.1%	1.7%	8.0	0.1%	-1.6%	1.0%	8.5%
COC(=O)c1sccc1NC(=O)c1ccc(Cl)s1	1.9%	?	-8.6%	·	3.3%	-10.2%	-6.5	-2.6%[0.365 µM]	5.0%	-1.8%	-70.3%
CC(Oc1ccc2c(-c3ccccc3)cc(=O)oc2c1)C(=O)O (configuration not stated)	-4.3%	17.5%	11.6%	-5.2%	0.9%	-1.1%	4.5	1.1%	-16.7%	-3.4%	-1.4%
COCCn1c(N)c(Sc2ccc([N+](=O)[O-])cc2)c(=O)[nH]c1=O	1.7%	-5.2%	7.4%	0.2%	-9.7%	-0.4%	?	8.6%	-0.4%	0.7%	-6.7%
O=C(CSc1nnc(CNc2ccc(F)cc2)o1)N1CCN(C(=O)c2ccco2)CC1	1.6%	1.0%	6.0%	11.7%	-1.3%	-2.6%	27.5	-10.4%	0.5%	-1.6%	-2.0%
CC1=C(C(=O)Nc2ccccc2)C(c2ccco2)C(C#N)=C(SCC(=O)Nc2cccc(C)c2C)N1 (configuration not stated)	-13.2%	?	0.0%	·	10.3%	3.1%	-8.2	-1.2%[0.365 µM]	5.7%	-10.0%	-18.0%
CC(C)(CC(=O)O)CC(=O)NNc1ncccc1C#N	2.5%	·	-4.0%	0.7%	1.2%	-0.6%	-1.6	-9.5%	4.4%	-2.4%	-10.7%
COc1ccc(-n2c(COc3cccc4ccccc34)nnc2SC(C)C(=O)O)cc1 (configuration not stated)	1.3%	0.3%	-3.8%	-1.0%	0.0%	-2.6%	16.4	6.4%	1.1%	-0.2%	-7.3%

Next part.
SMILES	PKM2 activator	Menin-MLL TR inh	Rab9 promoter act	Gal4-VP16 FLuc	p53 reactivation	NPC1 promoter act	Giardia kill	RORg inh	FLuc counter	ELG1 genotoxic	BRCA1 expr act
NS(=O)(=O)c1ccc(NC(=O)/C=C/c2cccc(Cl)c2)cc1	-0.4%	?	-5.7%	1.6%	11.5%	-6.1%	-2.2	44.3%	2.4%	4.6%	17.5%
COCCNC(=O)CCC1CCN(Cc2cccc(Oc3ccccc3)c2)CC1	-1.0%[11.5 µM]	-18.6%	-2.3%	-9.7%	?	0.0%	-5.8	28.4%	-5.5%	-0.5%	-10.7%
Cc1nnc(NC(=O)CCCOc2ccccc2)s1	6.9%	5.4%	-1.2%	7.1%	4.3%	-1.0%	-3.8	12.3%	2.8%[2.3 µM]	0.1%	-0.7%
CCN(CC)C(=O)c1ccccc1NS(=O)(=O)c1ccc(C)cc1	-0.1%	·	-5.1%	2.5%	0.7%	0.1%	-2.2	?	7.8%	-2.7%	-4.2%
CCn1c(C)nc2cc(NC(=O)Nc3cccc(C(C)=O)c3)ccc21	·	7.9%	?	14.1µM*	14.0%	2.82µM*	?	15.8µM*	1.51µM*	-9.2%	?
Cc1ccc(-c2nn3c(C)nnc3s2)cc1NC(=O)c1cccs1	2.9%	-17.5%	0.4%	?	-5.9%	2.7%	-0.9	-0.5%	5.1%[2.3 µM]	-6.3%	-41.0%
COc1ccc(CCNC(=O)C2CCN(C(=O)c3ccc(F)cc3)CC2)cc1OC	0.1%	0.1%	2.5%	4.5%	·	-2.1%	9.7	-10.0%	-1.5%	-2.3%	-2.5%
Cc1cccc(C)c1OCCCCc1c(C)n[nH]c1C	3.8%	?	·	?	·	·	-10.2	17.8µM*	4.1%	·	-28.7%
COc1ccc2sc3ccccc3c(=O)c2c1OC	7.0%	-15.7%	?	?	25.8%	?	-5.7	2.0%	15.1µM*	?	96.9%
Cc1cccc(C(=O)N[C@H](C(=O)Nc2cc(S(=O)(=O)N3CCCCC3)ccc2C)C(C)C)c1	23.1%	-22.0%	-2.1%	-10.4%	-10.4%	-4.2%	-2.0	35.3%	0.9%	-1.7%	-6.0%
CC(=O)NC1=NN(c2ccccc2)C(=O)C1	-0.8%	-6.9%	0.3%	2.5%	9.3%	6.3%	-4.5	14.7%	-0.6%	-1.8%	-11.9%
O=C(O)/C=C\C(=O)Nc1ccc(Oc2ccccc2)cc1	-3.1%	5.3%	4.0%	-6.1%	-1.2%	2.4%	2.1	-7.8%	?	-1.5%	9.0%
CCN1CCc2c(sc(NC(=O)c3ccc(S(=O)(=O)N(C)c4ccccc4)cc3)c2C(=O)NC)C1	-3.3%	25.6%	3.7%	?	27.3%	-4.5%	-14.2	?	2.6%	-11.0%	-3.4%
CCc1c(C)nc2c(C#N)c[nH]n2c1=O	6.2%	15.1%	-2.1%	-3.7%	5.7%	2.1%	-0.7	-2.1%	1.8%	-0.3%	-1.5%

The list is partial; rates above refer to the full screens.
